MLLE-PAM2 inh: inhibitors of microRNA-mediated deadenylation, human PABP1 MLLE binding | AID 588489 | GST-MLLE / FITC-PAM2 fluorescence polarization | 360,000 compounds, 0.36% hits | P11940 | inhibition, % at 20 µM; in the data active means inhibition above about 35%, passing the limit was not always enough;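 further: plate controls were DMSO wells with GST-MLLE for no effect and wells lacking GST-MLLE protein for full effect; some results filed as inactive read as strong as hits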
Tb MetRS inh: Trypanosoma brucei MetRS inhibition; purified T. brucei MetRS, ATP depletion, Kinase-Glo luminescence; inhibition, % at 11.9 µM; 360,000 compounds, 0.4% hits;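 active means inhibition above a per-plate cutoff of the control wells' mean inhibition plus 3 SD, cut at about 5.5% in these data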;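 further: 0% = DMSO wells median and 100% = median of wells with control inhibitor compound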
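Test system: purified T. brucei MetRS enzyme. Also added: ATP, methionine and E. coli bulk tRNA substrates. Compound: 11.9 µM single point. Schedule: 15 min enzyme-compound preincubation, 2 h reaction, 10 min detection, 25 °C. Signal: luciferase luminescence of residual ATP, Kinase-Glo. Evaluation: percent inhibition versus plate control medians. Controls: DMSO wells, low control.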
CSN deneddyl inh: CSN deneddylation inhibition; Q92905; inhibition, % at 12.5 µM; Purified CSN, SCF-Nedd8-OG deneddylation, fluorescence polarization; 360,000 compounds, 0.38% hits;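 active means pattern-corrected inhibition above about 35%, with an unprinted fluorescence ratio check between 0.5 and 1.5, limit read from the data, passing the limit was not always enough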;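 further: 0% = enzyme with substrate and 100% = substrate without enzyme; some results filed as inactive read as strong as hits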
Target sequence (Q92905 whole entry, looked up, one chain of several): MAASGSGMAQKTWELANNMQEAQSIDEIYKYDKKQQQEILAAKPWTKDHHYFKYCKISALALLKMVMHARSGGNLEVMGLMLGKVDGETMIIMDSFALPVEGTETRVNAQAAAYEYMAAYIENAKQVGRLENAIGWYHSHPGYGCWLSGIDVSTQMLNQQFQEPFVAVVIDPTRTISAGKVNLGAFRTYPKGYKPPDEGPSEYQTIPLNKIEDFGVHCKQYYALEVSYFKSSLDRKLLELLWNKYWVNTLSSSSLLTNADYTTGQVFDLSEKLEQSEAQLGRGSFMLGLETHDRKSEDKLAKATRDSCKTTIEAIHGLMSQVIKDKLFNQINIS
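Assay system: purified human Csn5 enzyme expressed in HEK293T cells; measure: % inhibition; also added: SCFSkp2-Nedd8OG substrate at 10 nM final; technique: fluorescence polarization; times: reaction 90 min, room temperature; medium: Tris buffer pH 7.5, NaCl, DTT, Tween-20, trehalose, ovalbumin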
Neddyl block: cullin neddylation inhibition; P61081+Q13564; AID 651699; calls only at 25 µM; TR-FRET cullin neddylation, biochemical; 360,000 compounds, 0.58% hits; in the data active means inhibition above about 36%
Rin1-Abl PPI inh: human Rin1-Abl interaction inhibition. P00519+Q13671. TR-FRET Rin1/Abl binding, biochemical. inhibition, % at 7.35 µM. 360,000 compounds, 0.4% hits. AID 588664; in the data active means inhibition above about 5%, passing the limit was not always enough
bovine MsrA act: activates bovine MsrA enzyme. purified bovine MsrA, absorbance read-out. activation, % at 10.6 µM. 360,000 compounds, 0.3% hits. AID 602163; in the data active means activation above about 7.5%;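 further: 0% = vehicle and 100% = reference activator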
MsrA inh: inhibitors of bovine MsrA. 360,000 compounds, 0.75% hits. inhibition, % at 15.5 µM. purified bovine MsrA, absorbance read-out; in the data active means inhibition above about 4.5%;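 further: 0% = vehicle wells with enzyme and 100% = reference inhibitor wells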
FAS-TE inh: inhibitors of human fatty acid synthase thioesterase domain. 360,000 compounds, 0.67% hits. AID 602261. inhibition, % at 15 µM. recombinant FAS-TE, OMFH fluorogenic substrate, fluorescence endpoint;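 active means compounds whose normalised, plate-corrected inhibition of enzyme fluorescence in the single-dose primary screen is 50% or more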;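 further: 0% = DMSO with enzyme and 100% = substrate without enzyme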
eLon inh: E. coli protease La inhibition | P0A9M0 | inhibition, % at 7.94 µM | purified E. coli Lon protease, fluorescence polarization | AID 602123 | 360,000 compounds, 0.42% hits; in the data active means inhibition above about 13%, passing the limit was not always enough;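 further: 0% = enzyme with probe and DMSO and 100% = no enzyme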
Target sequence (P0A9M0 whole entry, looked up): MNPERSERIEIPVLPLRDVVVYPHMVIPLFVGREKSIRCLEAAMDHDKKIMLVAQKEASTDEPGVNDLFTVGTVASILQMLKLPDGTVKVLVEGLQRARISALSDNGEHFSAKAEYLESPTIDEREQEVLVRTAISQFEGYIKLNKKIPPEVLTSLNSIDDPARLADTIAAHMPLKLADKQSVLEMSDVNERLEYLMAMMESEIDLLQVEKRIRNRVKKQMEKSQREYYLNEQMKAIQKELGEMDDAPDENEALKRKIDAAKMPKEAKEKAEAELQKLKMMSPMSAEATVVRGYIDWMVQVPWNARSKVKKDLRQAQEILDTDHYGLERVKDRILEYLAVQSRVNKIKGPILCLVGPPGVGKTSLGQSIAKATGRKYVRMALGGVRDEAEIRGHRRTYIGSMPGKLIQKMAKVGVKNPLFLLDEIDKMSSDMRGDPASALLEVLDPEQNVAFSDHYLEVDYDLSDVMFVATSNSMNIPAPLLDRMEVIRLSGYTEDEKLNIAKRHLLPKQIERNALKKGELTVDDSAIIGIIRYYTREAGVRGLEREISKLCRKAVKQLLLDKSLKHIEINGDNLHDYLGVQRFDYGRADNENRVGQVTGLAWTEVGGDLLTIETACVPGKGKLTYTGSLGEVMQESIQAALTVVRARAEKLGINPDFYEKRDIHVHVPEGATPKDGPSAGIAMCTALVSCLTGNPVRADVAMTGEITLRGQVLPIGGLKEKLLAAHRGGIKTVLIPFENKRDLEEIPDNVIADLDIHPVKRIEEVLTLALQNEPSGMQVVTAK
Numbers without * were called inactive; i = inactive; x = no result given. Random draw from the library; about 4% have a hit in one of these screens.

The first 2 compounds, ahead of the listing:
SMILES | MLLE-PAM2 inh | Tb MetRS inh | CSN deneddyl inh | Neddyl block | Rin1-Abl PPI inh | bovine MsrA act | MsrA inh | FAS-TE inh | eLon inh
Cc1ccc(C(c2nnnn2CC2CCCO2)N2CCN(C)CC2)cc1 (stereo not drawn) | 15 | -0.2 | 7 | i | 3 | 6 | 0.0 | -2 | 7
O=[N+]([O-])c1ccccc1S(=O)(=O)c1ccccc1[N+](=O)[O-] | -6 | -0.4 | 0 | i | -1 | 1 | 0.1 | 0 | -6

All compounds of this part, previewed entries included:
SMILES | MLLE-PAM2 inh | Tb MetRS inh | CSN deneddyl inh | Neddyl block | Rin1-Abl PPI inh | bovine MsrA act | MsrA inh | FAS-TE inh | eLon inh
Cc1ccc(C(c2nnnn2CC2CCCO2)N2CCN(C)CC2)cc1 (stereo not drawn) | 15 | -0.2 | 7 | i | 3 | 6 | 0.0 | -2 | 7
O=[N+]([O-])c1ccccc1S(=O)(=O)c1ccccc1[N+](=O)[O-] | -6 | -0.4 | 0 | i | -1 | 1 | 0.1 | 0 | -6
Cc1cc(Br)ccc1NC(=O)CN(C)Cc1cccs1 | 9 | -0.5 | 3 | i | 3 | -3 | 2.5 | 15 | -1
COc1ccc(N2C(=O)CC(Sc3ccccc3C(=O)O)C2=O)c([N+](=O)[O-])c1 (stereo not drawn) | 28 | 0.2 | -1 | i | 1 | -2 | 0.6 | -6 | 11
CCCc1cc(=O)[nH]c(SCc2ccccc2Cl)n1 | 12 | -0.2 | -4 | i | -1 | -2 | 1.7 | 0 | -11
O=C(O/N=C\c1ccc(N2CCCCC2)c([N+](=O)[O-])c1)c1c(F)cccc1F | -9 | 0.2 | 0 | i | -1 | -1 | 1.9 | 20 | 6
CCc1cc2cc3c(cc2nc1SCC(=O)OC(C)C)OCO3 | 14 | -0.6 | -17 | i | 3 | -10 | 2.8 | 23 | -9
CN(C)C(=S)c1ccc2ccccc2n1 | -4 | 0.1 | 8 | i | -1 | 1 | -0.3 | -9 | -12
O=C(Nc1ccccc1)C1Cc2c(-c3ccco3)ccnc2O1 (stereo not drawn) | 3 | 0.0 | 3 | i | -3 | -10 | -2.1 | 2 | -1
Cc1nnc(-c2cnn(C)c2N)n1CCCN1CCOCC1 | -3 | 0.0 | -11 | i | 3 | -2 | 0.9 | -4 | -4
CC(C)N(C(=O)C1CC(=O)OC12CCCCC2)C(C)C (stereo not drawn) | 2 | -0.4 | -4 | i | -5 | -1 | 1.7 | -4 | 4
CSc1ncc(CNc2cc([N+](=O)[O-])ccc2C)c(N)n1 | -10 | -0.1 | -1 | i | -1 | -2 | -0.1 | 3 | 0
O=C(Cn1c(=O)sc2ccccc21)Nc1ccccc1C(=O)O | 1 | -0.1 | -1 | i | 0 | -4 | -0.8 | -5 | 3
CN(CC(=O)Nc1ccc(F)c(F)c1F)C(=O)C1CC(=O)N(C2CCCC2)C1 (stereo not drawn) | 2 | -0.4 | 3 | i | -2 | 2 | -1.4 | -4 | -6
Cc1ccc(-c2cc(C(F)(F)F)c(C#N)c(SCCC#N)n2)o1 | -21 | -0.5 | 1 | i | 0 | -2 | 0.7 | 15 | -4
Cn1nnnc1SCC(=O)NCc1cccc(C(=O)O)c1 | -17 | -0.8 | -4 | i | -2 | -2 | 0.1 | -8 | -3
Cc1nnc(SCC(=O)NC2(C#N)CCCCC2)n1N | -1 | -0.2 | -3 | i | 0 | -1 | -0.1 | -4 | -4
CCOC(=O)/C=C/C(=O)Nc1ccc(Oc2ccccc2)cc1 | 9 | -1.0 | 0 | i | 5 | -2 | -0.3 | 5 | 1
C=CCNC(=O)c1ccc(Cn2c(=S)[nH]c3cc4c(cc3c2=O)OCO4)cc1 | -97 | 0.7 | 56* | i | -3 | -3 | -0.2 | -3 | -4
Cn1c(=O)ccc2ccccc21 | -11 | 0.1 | 1 | i | 1 | -1 | 0.3 | 1 | -4
COc1cccc(CNC(=O)C2CCCN2S(=O)(=O)c2ccc3c(c2)C(C)(C)C(=O)N3C)c1 (stereo not drawn) | 3 | -0.6 | -1 | i | 0 | 1 | 0.1 | -2 | 8
NS(=O)(=O)c1ccc(-c2ccc(/C=C3\SC(=O)NC3=O)o2)cc1 | -4 | -0.4 | -1 | i | -1 | -10 | 1.1 | -4 | -9
Cc1ccc(CN2CC(N3CCN(Cc4cccc(C)c4)CC3)CS2(=O)=O)cc1 (stereo not drawn) | 3 | -0.4 | -3 | i | -1 | -3 | -0.4 | 2 | -3
CCOC(=O)C1=C(COC(=O)CCc2ccc(CC)cc2)NC(=O)NC1C (stereo not drawn) | 5 | -0.2 | -2 | i | 3 | -1 | -0.7 | 6 | -8
C=CCN1C(=O)CN=C1Nc1ccc(F)cc1 | 3 | 0.3 | -3 | i | -1 | -3 | -1.1 | -2 | -4
CC(C)Oc1ccc(CC(=O)NNC(=S)Nc2ccc(Br)cc2)cc1 | 27 | 0.3 | 0 | i | 3 | -1 | -0.1 | 4 | 2
CCOc1ccc(-n2nnnc2SCC(=O)c2ccccc2)cc1 | -90 | -0.1 | -5 | i | -3 | 0 | 0.6 | 14 | 8
Cc1ccc2[nH]c(O)c(N=NC(=O)C(C)n3cnc4ccccc4c3=O)c2c1 (stereo not drawn) | -1 | -1.0 | -13 | i | -10 | -10 | 1.1 | -1 | -13
CS(=O)(=O)c1cc([N+](=O)[O-])c(Sc2nc3ccccc3[nH]2)c([N+](=O)[O-])c1 | -1 | -0.1 | 0 | i | -5 | 8.0* | -1.1 | 51* | -6
CCc1cc(=O)oc2cc(C)cc(OC(C)C(=O)NCCCN3CCCC3=O)c12 (stereo not drawn) | 4 | 0.1 | 0 | x | -2 | -1 | 0.8 | -4 | -9

Another view of part of the listing above:
Below each compound: MLLE-PAM2 inh | Tb MetRS inh | CSN deneddyl inh | Neddyl block | Rin1-Abl PPI inh | bovine MsrA act | MsrA inh | FAS-TE inh | eLon inh
NS(=O)(=O)c1ccc(-c2ccc(/C=C3\SC(=O)NC3=O)o2)cc1
→ -4 | -0.4 | -1 | i | -1 | -10 | 1.1 | -4 | -9
Cc1ccc(CN2CC(N3CCN(Cc4cccc(C)c4)CC3)CS2(=O)=O)cc1 (stereo not drawn)
→ 3 | -0.4 | -3 | i | -1 | -3 | -0.4 | 2 | -3
CCOC(=O)C1=C(COC(=O)CCc2ccc(CC)cc2)NC(=O)NC1C (stereo not drawn)
→ 5 | -0.2 | -2 | i | 3 | -1 | -0.7 | 6 | -8

Carrying on:
SMILES | MLLE-PAM2 inh | Tb MetRS inh | CSN deneddyl inh | Neddyl block | Rin1-Abl PPI inh | bovine MsrA act | MsrA inh | FAS-TE inh | eLon inh
O=C(COC(=O)CNC(=O)c1ccc(Cl)cc1Cl)Nc1cccc(S(=O)(=O)N2CCCC2)c1 | 7 | -0.2 | -1 | i | 0 | -4 | 0.9 | 2 | -11
Cc1ccc(OCC(=O)c2cc(C)n(Cc3ccco3)c2C)c([N+](=O)[O-])n1 | -4 | -0.5 | 7 | i | 1 | -2 | 0.5 | 9 | 4
CCN(CC)S(=O)(=O)c1ccc(NC(=O)c2cc(-c3cccs3)nc3ccccc23)cc1 | -13 | -0.7 | 0 | x | -2 | -2 | 1.4 | 18 | -8
Cc1ccsc1C(=O)N/N=C/c1ccc2c(c1)OCO2 | 2 | -3.2 | 3 | i | 0 | -8 | 4.1 | -5 | -7
CCOc1ccc([C@@H]2CC=C(C(=O)O)CN2S(=O)(=O)c2ccc(C)cc2)cc1 | -3 | -0.3 | -4 | i | 2 | 1 | -0.7 | -16 | -2
COC(=O)C1CN(C(=O)COc2cc(C)cc(C)c2)c2ccccc2O1 (stereo not drawn) | -1 | -1.3 | 7 | i | -1 | -1 | 0.1 | 6 | -5
CCn1c2ccccc2c2cc(NC(=O)CSc3nnc(-c4cccc(Cl)c4)o3)ccc21 | -20 | 0.1 | 2 | i | 0 | 0 | 0.8 | 22 | -1
CCc1ccc(C(=O)NNC(=O)c2c(CC)noc2C)cc1 | 7 | -0.3 | -2 | i | 1 | 2 | -1.0 | -3 | 5
CS(=O)(=O)c1ccc(-c2cnc3c(NC=O)cc(-c4ccsc4)cn23)cc1 | -24 | 0.1 | 9 | x | -11 | -4 | 3.0 | 5 | -50
Cc1cccc(OCC(=O)Nc2cccc3nsnc23)c1 | -1 | -0.6 | 8 | x | 5 | -1 | 0.4 | -4 | -3
COc1ccc(CC(=O)NCc2nc(-c3ccccc3)no2)cc1 | -3 | -0.8 | 2 | i | 0 | -2 | -0.2 | 0 | 2
CN(Cc1ccccc1)S(=O)(=O)c1ccc(NC(=O)C2CCCCC2C(=O)O)cc1 (stereo not drawn) | -12 | -0.5 | 3 | i | 0 | -1 | 0.4 | -1 | -9
Cn1nc(C(=O)OCC(=O)c2ccc[nH]2)c2ccccc2c1=O | -5 | 0.4 | -3 | i | -1 | 1 | -0.8 | -1 | -2
CC1Sc2ccc(S(=O)(=O)CCC(=O)N3CCc4ccccc43)cc2NC1=O (stereo not drawn) | -8 | 0.0 | -1 | i | 0 | -4 | 0.7 | 2 | -5
COc1ccc(CN2CCNC(=O)C2CC(=O)N(C)C2CCOCC2)c(F)c1 (stereo not drawn) | 3 | -0.2 | 2 | i | 2 | -2 | 0.0 | -7 | -2
COc1ccc(Oc2c(Cl)cnn(-c3ccccc3)c2=O)cc1 | -16 | -0.2 | 2 | i | 1 | -5 | 0.5 | 3 | -6
Cc1ccc(S(=O)(=O)N/N=C\c2ccc3c(c2)OCO3)cc1C | -28 | -0.2 | 9 | i | 2 | 1 | 0.7 | 6 | -4
C#CCNC(=O)C1=C[C@H](c2cn(C(C)=O)c3ccccc23)C[C@H](OCc2ccc(CO)cc2)O1 | -16 | 0.0 | 0 | i | 3 | 0 | 0.8 | -6 | 2
COc1cc(OC)cc(C(=O)Nc2cc(NC(=O)c3ccco3)ccc2OC)c1 | -1 | -1.3 | 1 | i | 2 | 2 | 1.2 | 5 | 2
COc1cc(/C=C/C(=O)NCC2CCCCC2)cc(OC)c1OC | -10 | 1.1 | 1 | i | 1 | -2 | 0.0 | 0 | 0
CC1CC(C)CN(S(=O)(=O)c2ccc(NC(=O)C3CSC4(C)CCC(=O)N34)cc2)C1 (stereo not drawn) | -26 | -0.6 | 5 | i | 1 | -1 | 2.0 | 5 | 3
O=C(/C=C1\SC(=O)N(CC(=O)Nc2ccc(Cl)cc2)C1=O)Nc1ccc(F)cc1 | -24 | -0.2 | 3 | i | -3 | -3 | -1.4 | -10 | 1
Cc1ccc(C(=O)Nc2ccc(N3CCN(C)CC3)cc2)cc1C | -8 | -0.5 | 1 | i | 0 | -5 | 1.7 | -4 | -11
CCOc1cc(/C=N/NC(=O)c2ccc(NC(=O)C3CC3)cc2)ccc1O | 2 | -0.2 | 2 | i | -4 | -6 | 5.3* | -4 | -4
Cc1cc(C(=O)OCC(=O)NC2CC2)c2ccccc2n1 | -7 | -0.3 | 1 | i | 3 | -8 | 0.5 | -11 | -4
CC(=O)N1CCN(CCN=CC2=C(O)CC(c3ccc(Cl)cc3)CC2=O)CC1 (stereo not drawn) | 3 | -1.3 | -1 | i | -1 | -1 | -1.3 | -15 | -10
CN(C(=O)CSc1nc2ccccc2c(=O)n1-c1ccccc1Cl)C1CCS(=O)(=O)C1 (stereo not drawn) | -23 | -0.4 | -4 | i | 3 | -5 | 0.8 | -5 | -3
C#CCN(Cc1ccco1)C(=O)c1cc(COc2cccc3cccnc23)on1 | 1 | 0.0 | -7 | i | -4 | -2 | -0.4 | -5 | -13
COC(=O)[C@H](CCSC)NC(=O)NC1CC1 | 8 | 0.5 | 5 | i | 1 | -2 | -0.6 | -4 | 13
CCOc1ccc(Nc2nc(N)nc(CN3CCN(c4ccccc4F)CC3)n2)cc1 | -3 | -0.5 | -2 | i | 3 | -9 | -1.2 | -4 | -3
